Assay outcomes: PubChem BioAssay, several laboratories
HPDE-C7 viability: cytotoxicity in HPDE-C7 cells, cell-based, fluorescence, HTS (AID 430); HPDE-C7 pancreatic duct cells viability, fluorescence; higher % means a stronger effect; 1.8% of 63,000 active; one-dose cytotoxicity, % at 10 µM; EC50 in µM for titrated hits;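 also: cells exposed to compound for 48 hours before viability readout; 0% = vehicle and 100% = reference cytotoxic drug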
LYP phosphatase: LYP phosphatase inhibitors, primary screen, biochemical, DiFMUP fluorescence, recombinant catalytic domain, 10 µM (AID 606). 52,000 tested, under 10 active. recombinant LYP catalytic domain, DiFMUP fluorescence; higher % means a stronger effect. one-dose inhibition, % at 10 µM; IC50 in µM for titrated hits;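 active = IC50 under 40 µM in the dose-response test; inactive = IC50 of 40 µM or more, or never dose-tested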
MK inhibit: inhibitors of Streptococcus pneumoniae mevalonate kinase; 0.48% of 65,000 active; AID 555; inhibition, % at 10 µM; purified MK, PK/LDH-coupled NADH absorbance 340 nm;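 active = ranked among the strongest by inhibition in the single 10 µM screen, a fixed top-ranked set picked for dose follow-up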; also: no value below 0 was filed
HT1080 viability: HT1080 cell viability loss – fluorescence readout (AID 620) | one-dose cytotoxicity, % at 10 µM; EC50 in µM for titrated hits | 0.42% of 87,000 active | HT1080 viability, fluorescence; higher % means a stronger effect;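 also: cells exposed to compound overnight then 4 h with Alamar Blue; 0% = vehicle DMSO and 100% = killing control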
Bfl-1 displacement: Bfl-1 inhibitors, primary screen, biochemical, fluorescence polarization, FITC-Bid, mouse (AID 432); FITC-Bid BH3 peptide fluorescence polarization displacement; higher % means a stronger effect; one-dose displacement, % at 20 µM; IC50 in µM for titrated hits; 0.02% of 64,000 active; in the data active = a potency from the dose series; inactive = the rest, 99 in 100 with displacement below about 15%; also: strong numbers were not always called active
PMK inhibit: blocks S. pneumoniae phosphomevalonate kinase. purified PMK, PK/LDH-coupled NADH absorbance 340 nm. inhibition, % at 10 µM. 0.49% of 65,000 active. AID 539;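 active = top-ranked compounds by inhibition in the single 10 µM screen, taking a fixed number of the strongest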;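 also: 0% = full reaction with DMSO carrier and 100% = background rate without enzyme reaction; no value below 0 was filed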
Spn DPM-DC inh: blocks S. pneumoniae diphosphomevalonate decarboxylase; purified DPM-DC, PK/LDH coupled NADH fluorescence; calls only at 10 µM; 0.49% of 65,000 active; AID 556;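 active = the 320 compounds with the highest percent inhibition in the single-dose primary screen, excluding strongly autofluorescent ones, cut at about 32% in these data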;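 also: kinetic rate of NADH fluorescence loss reporting ADP formed by the decarboxylase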
TNAP inhibition: inhibition of tissue-nonspecific alkaline phosphatase – biochemical, luminescent (AID 518); purified TNAP enzyme, luminescent substrate readout; higher % means a stronger effect; one-dose inhibition, % at 20 µM; IC50 in µM for titrated hits; 0.09% of 64,000 active; in the data active = a potency from the dose series; inactive = the rest, 99 in 100 with inhibition below about 22%;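 also: plate controls were vehicle for no effect and reference inhibitor for full effect; many of its hits are not listed in these tables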
HPDE-C7K KRASV12: viability loss of HPDE-C7K cells – cell-based, fluorescence, HTS, primary screen (AID 431) | HPDE-C7K KRASV12 cells, Alamar Blue viability, 48 h; higher % means a stronger effect | one-dose cytotoxicity, % at 10 µM; EC50 in µM for titrated hits | 1.7% of 63,000 active;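 active = compounds whose percent cytotoxicity in the single-dose primary screen, scaled between solvent and toxic-drug controls, exceeds 50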;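 also: 0% = DMSO solvent wells and 100% = doxorubicin-treated wells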
PMK inhibit pilot replicates: recorded beside PMK inhibit, whose call it bears; inhibition, %; measured here: pilot screen replicates
MK inhibit pilot replicates: further read-out of MK inhibit, marked with its call; inhibition, %; measured here: pilot screen replicates
Spn DPM-DC inh pilot screen %: second read-out of Spn DPM-DC inh, no call of its own (marks repeat the call); inhibition, %; measured here: pilot screen trials
Numbers without * were called inactive; i = inactive; . = not tested or not shown. Rule as the data show it, unless noted: active = cytotoxicity above about 50%; inactive = the rest.

entry	SMILES	HPDE-C7 viability	LYP phosphatase	MK inhibit	MK inhibit pilot replicates	HT1080 viability	Bfl-1 displacement	PMK inhibit	PMK inhibit pilot replicates	Spn DPM-DC inh	Spn DPM-DC inh pilot screen %	TNAP inhibition	HPDE-C7K KRASV12
1	O=C1C2CCCN2C(c2ccccc2)N1c1ccc(Cl)cc1 (stereo not given)	-3%	8%	0	2.0	-3%	-1%	16	1.5	i	0.0	11%	-3%
2	COc1ccc(Cl)cc1S(=O)(=O)N1CCN(C)CC1	-5%	4%	8	.	0%	-2%	4	.	i	.	10%	5%
3	COc1ccc(-c2noc(CCC(=O)Nc3cc(Cl)c(OC)cc3OC)n2)cc1	10%	.	7	.	.	-3%	0	.	i	.	10%	2%
4	NC(=O)CC(O)c1cccc(Cl)c1 (stereo not given)	-10%	-4%	8	.	12%	6%	0	.	i	.	12%	-32%
5	O=C(Nc1ccc(NC(=O)c2ccco2)nc1)c1ccccn1	-34%	13%	13	.	.	4%	2	.	i	.	9%	0%
6	CCN(CC)S(=O)(=O)N1CCC(C(=O)NC2CCCc3ccccc32)CC1 (stereo not given)	-15%	3%	0	1.5	12%	-7%	18	0.0	i	0.5	2%	-14%
7	COc1ccc(-n2c(=O)cc(N3CCN(c4ccccc4F)CC3)[nH]c2=O)cc1	-12%	0%	9	.	-3%	0%	11	.	i	.	6%	1%
8	CCCCOC(=O)C1=C(C)Nc2ncnn2C1c1cccc(OC)c1OC (stereo not given)	-13%	6%	5	0.0	14%	-12%	6	8.5	i	3.0	11%	1%
9	COC(=O)C1CCN(C(=O)NC2CCCCC2)CC1	-8%	3%	8	.	2%	-3%	0	.	i	.	8%	-17%
10	CCn1c(SCC(=O)N2CCN(c3ccc(F)cc3)CC2)nnc1-c1ccncc1	0%	.	11	.	11%	-10%	0	.	i	.	16%	-15%
11	O=C(COc1cc(Cl)ccc1Cl)Nc1nnc(CC(=O)N2CCOCC2)s1	-15%	14%	11	.	2%	-11%	0	.	i	.	11%	-20%
12	O=C1CC(N2CCC(c3nc4ccccc4o3)CC2)C(=O)N1Cc1cccs1 (stereo not given)	-3%	2%	11	.	-3%	-7%	3	.	i	.	11%	0%
13	COc1ccccc1NC(=O)Cn1cnc2sc(C(=O)NCc3ccco3)c(C)c2c1=O	-24%	-1%	0	.	.	-5%	14	.	i	.	10%	-18%
14	CCN1C2=C(C(=O)CCC2)C(c2ccc(O)cc2)C2=C1CCCC2=O	0%	.	8	.	1%	-2%	3	.	i	.	4%	3%
15	COc1ccc(Cl)c(N2CCN(CCCNC(=O)Nc3ccc(C)cc3)CC2)c1	42%	5%	0	0.0	25%	-6%	0	0.0	i	0.0	-1%	47%
16	CC(C)C(C(=O)N1CCOCC1)N1C(=O)c2ccccc2C1=O (stereo not given)	-20%	4%	3	.	-2%	-6%	3	.	i	.	10%	-20%
17	CCOC(=O)CSc1nnc(CNC(=O)c2cccs2)n1-c1ccccc1	-1%	.	5	.	2%	8%	17	.	i	.	7%	-3%
18	COc1ccc(-c2nn3c(-c4ccncc4)nnc3s2)cc1OC	-32%	-1%	11	3.5	-5%	0%	7	2.0	i	2.5	-1%	-11%
19	Cc1cc(C)c2oc(=O)cc(CN3CCN(Cc4ccc5c(c4)OCO5)CC3)c2c1	-7%	.	9	.	-20%	-5%	8	.	i	.	4%	2%
20	Cn1nnnc1SCC(=O)N1c2ccccc2CCc2ccccc21	-1%	0%	0	.	4%	-2%	4	.	i	.	23%	-11%
21	CCOC(=O)N1CCC(NC(=O)C2CCCN(C(=O)c3cc4sccc4n3C)C2)CC1 (stereo not given)	-12%	1%	0	0.0	0%	0%	1	3.0	i	0.0	12%	-2%
22	CCOc1ccccc1N1CSC2=C(C#N)C(c3c(OC)ccc4ccccc34)CC(=O)N2C1 (stereo not given)	3%	7%	10	.	-10%	-3%	2	.	i	.	10%	2%
23	CCCNS(=O)(=O)c1ccc(OCC(=O)N2CCC(C(=O)OCC)CC2)cc1	.	10%	3	.	7%	-1%	0	.	i	.	4%	.
24	CCOc1ccccc1Nc1nc2ccccc2n2cnnc12	10%	4%	10	.	-2%	-11%	15	.	.	.	14%	2%
25	COc1ccc(NC(=O)N2CCN(c3cccc(C(F)(F)F)c3)CC2)cc1	.	14%	12	.	7%	-6%	6	.	i	.	7%	.
26	Cc1onc(-c2ccccc2Cl)c1C(=O)Nc1ccc(OCC(=O)N2CCOCC2)cc1	.	9%	6	.	-4%	.	9	.	i	.	.	.
27	CCOc1c(Br)cc(C2NS(=O)(=O)N=C3CCCCCN32)cc1OC (stereo not given)	-2%	6%	2	.	3%	-1%	12	.	i	.	10%	14%
28	O=C(Nc1ccc2oc(=O)ccc2c1)c1cccnc1	3%	4%	4	0.0	2%	0%	19	0.0	i	0.0	9%	8%
29	Cc1ccc(C)c(N2CCN(C(=O)C3CCN(S(=O)(=O)c4c(C)noc4C)CC3)CC2)c1	-14%	4%	0	2.5	-2%	-6%	9	0.5	i	5.5	9%	-14%
30	COc1ccc(C(=O)c2oc3ccc(Br)cc3c2NC(C)=O)cc1	-5%	1%	6	.	-4%	-2%	14	.	i	.	10%	-1%
31	COc1ccc2oc(C)c(NC(C)=O)c2c1	9%	3%	12	.	-3%	-3%	8	.	i	.	7%	4%
32	CCNC(=O)c1sc(-c2ccccc2)nc1C	0%	.	0	.	-1%	7%	11	.	i	.	10%	8%
33	CCCCn1c(SCC(=O)c2ccc(OC)cc2OC)nc2cc(S(N)(=O)=O)ccc21	-3%	10%	4	.	-2%	0%	10	.	i	.	9%	2%
34	CCOC(=O)C1CCCN(c2nc3ccccc3nc2C(C#N)C(=O)NCc2ccccc2)C1 (stereo not given)	19%	-9%	8	0.5	1%	22%	0	4.5	i	4.5	12%	28%
35	Cc1noc(C)c1S(=O)(=O)N(CC(=O)N1CCCC1)c1ccc(C(C)C)cc1	-7%	14%	3	.	1%	4%	5	.	i	.	1%	-9%
36	CCOc1ccc(S(=O)(=O)Nc2ccccc2C(=O)NCC2CCCO2)cc1 (stereo not given)	17%	5%	5	.	0%	2%	8	.	.	.	14%	31%
37	c1cc(CNc2ccc3c(c2)OCO3)ccn1	-18%	7%	0	0.0	4%	8%	14	0.5	i	3.5	14%	-1%
38	COc1cc(-c2nnc(-c3cccs3)o2)cc(OC)c1OC	-21%	.	0	.	-5%	5%	14	.	i	.	13%	-29%
39	CC(=O)c1c(C)[nH]c(C(=O)OCC(=O)Nc2cc(C(F)(F)F)ccc2N2CCOCC2)c1C	-38%	3%	6	.	-4%	0%	10	.	i	.	4%	14%
40	COc1ccccc1N(CC(=O)Nc1ccc2c(c1)OCCO2)S(C)(=O)=O	-3%	-2%	4	.	-1%	-2%	11	.	i	.	11%	-1%
41	CCN1CCN(C(=O)Nc2cccc(C(F)(F)F)c2)CC1	.	.	7	.	2%	10%	8	.	i	.	8%	.
42	COc1ccc(C(NC(=O)C(C)(C)C)NC(=O)C(C)(C)C)cc1	10%	5%	2	0.0	-1%	-2%	4	0.5	i	0.0	8%	3%
43	COc1cccc2cc(C(=O)NC3CC(C)(C)NC(C)(C)C3)c(=O)oc12	.	7%	9	.	-4%	.	0	.	i	.	.	.
44	O=C(c1nc2n(n1)C(c1ccc(Cl)cc1)C=C(c1ccccc1)N2)N1CCOCC1 (stereo not given)	-6%	7%	2	1.5	1%	31%	0	6.0	i	3.0	16%	3%
45	CCCCC(c1nnnn1CS(=O)(=O)c1ccc(C)cc1)N1CCN(c2ccccc2)CC1 (stereo not given)	-30%	6%	7	0.0	-4%	-3%	13	0.0	i	0.0	7%	-9%

Entries 31–41 from above:
entry	SMILES	HPDE-C7 viability	LYP phosphatase	MK inhibit	MK inhibit pilot replicates	HT1080 viability	Bfl-1 displacement	PMK inhibit	PMK inhibit pilot replicates	Spn DPM-DC inh	Spn DPM-DC inh pilot screen %	TNAP inhibition	HPDE-C7K KRASV12
31	COc1ccc2oc(C)c(NC(C)=O)c2c1	9%	3%	12	.	-3%	-3%	8	.	i	.	7%	4%
32	CCNC(=O)c1sc(-c2ccccc2)nc1C	0%	.	0	.	-1%	7%	11	.	i	.	10%	8%
33	CCCCn1c(SCC(=O)c2ccc(OC)cc2OC)nc2cc(S(N)(=O)=O)ccc21	-3%	10%	4	.	-2%	0%	10	.	i	.	9%	2%
34	CCOC(=O)C1CCCN(c2nc3ccccc3nc2C(C#N)C(=O)NCc2ccccc2)C1 (stereo not given)	19%	-9%	8	0.5	1%	22%	0	4.5	i	4.5	12%	28%
35	Cc1noc(C)c1S(=O)(=O)N(CC(=O)N1CCCC1)c1ccc(C(C)C)cc1	-7%	14%	3	.	1%	4%	5	.	i	.	1%	-9%
36	CCOc1ccc(S(=O)(=O)Nc2ccccc2C(=O)NCC2CCCO2)cc1 (stereo not given)	17%	5%	5	.	0%	2%	8	.	.	.	14%	31%
37	c1cc(CNc2ccc3c(c2)OCO3)ccn1	-18%	7%	0	0.0	4%	8%	14	0.5	i	3.5	14%	-1%
38	COc1cc(-c2nnc(-c3cccs3)o2)cc(OC)c1OC	-21%	.	0	.	-5%	5%	14	.	i	.	13%	-29%
39	CC(=O)c1c(C)[nH]c(C(=O)OCC(=O)Nc2cc(C(F)(F)F)ccc2N2CCOCC2)c1C	-38%	3%	6	.	-4%	0%	10	.	i	.	4%	14%
40	COc1ccccc1N(CC(=O)Nc1ccc2c(c1)OCCO2)S(C)(=O)=O	-3%	-2%	4	.	-1%	-2%	11	.	i	.	11%	-1%
41	CCN1CCN(C(=O)Nc2cccc(C(F)(F)F)c2)CC1	.	.	7	.	2%	10%	8	.	i	.	8%	.

The listing continues.
entry	SMILES	HPDE-C7 viability	LYP phosphatase	MK inhibit	MK inhibit pilot replicates	HT1080 viability	Bfl-1 displacement	PMK inhibit	PMK inhibit pilot replicates	Spn DPM-DC inh	Spn DPM-DC inh pilot screen %	TNAP inhibition	HPDE-C7K KRASV12
46	CCC1CCCCN1CCCNC(=O)Cn1nc(-c2ccc(C)cc2)ccc1=O (stereo not given)	10%	3%	4	.	6%	-5%	17	.	i	.	-5%	9%
47	CCCCOC(=O)c1ccc(NC(=O)c2ocnc2C)cc1	-19%	.	7	.	17%	-3%	11	.	i	.	9%	-10%
48	Cc1c(C(=O)Nc2ccc(F)cc2)oc2ccc(S(=O)(=O)N3CCC4(CC3)OCCO4)cc12	12%	1%	1	.	2%	1%	7	.	i	.	9%	12%
49	COc1cccc(C(=O)N(c2ccc(OC)cc2OC)C2C=CS(=O)(=O)C2)c1 (stereo not given)	-9%	5%	4	.	-2%	-6%	18	.	i	.	11%	3%
50	Cc1nc(=O)c(-c2ccccc2)c(C)n1-c1ccc(C(=O)O)cc1	-11%	.	11	.	0%	3%	10	.	i	.	-1%	-20%
51	COc1ccccc1CCNC(=O)c1cnn2c(C(F)F)cc(C)nc12	4%	1%	7	.	-1%	-2%	13	.	i	.	5%	11%
